# RXFP1 antag: blocks the human relaxin receptor RXFP1. Q9HBX9. HEK293-RXFP1, relaxin-stimulated cAMP HTRF, 30 min; hits give low values. activity change, negative = inhibition, % at 57.5 µM. actives 0.59% (n = 350,000). AID 1259400;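 active = activity change of -60% or lower, but not beyond a set lower limit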
# Target sequence (Q9HBX9 whole entry, looked up): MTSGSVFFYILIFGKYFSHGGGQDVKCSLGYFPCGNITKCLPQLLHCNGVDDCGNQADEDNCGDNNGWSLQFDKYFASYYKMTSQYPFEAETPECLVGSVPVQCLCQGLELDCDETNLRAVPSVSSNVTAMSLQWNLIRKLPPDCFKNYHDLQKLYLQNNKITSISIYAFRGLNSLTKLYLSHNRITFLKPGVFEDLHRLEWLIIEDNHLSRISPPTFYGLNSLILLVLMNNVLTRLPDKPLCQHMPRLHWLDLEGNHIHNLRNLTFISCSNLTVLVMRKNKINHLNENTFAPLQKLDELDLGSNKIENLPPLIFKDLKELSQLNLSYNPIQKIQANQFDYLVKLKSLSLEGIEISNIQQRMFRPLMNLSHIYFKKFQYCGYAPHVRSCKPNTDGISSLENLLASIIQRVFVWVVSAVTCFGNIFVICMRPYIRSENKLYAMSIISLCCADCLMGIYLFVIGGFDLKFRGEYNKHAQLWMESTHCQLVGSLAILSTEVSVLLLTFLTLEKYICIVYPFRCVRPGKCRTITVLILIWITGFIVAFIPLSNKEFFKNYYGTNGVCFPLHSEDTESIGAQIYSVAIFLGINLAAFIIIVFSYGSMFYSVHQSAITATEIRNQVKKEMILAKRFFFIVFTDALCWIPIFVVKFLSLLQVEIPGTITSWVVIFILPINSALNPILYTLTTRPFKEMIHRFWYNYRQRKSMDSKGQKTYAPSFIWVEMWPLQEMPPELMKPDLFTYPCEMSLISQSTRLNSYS
# Active calls of the source: *. % is scaled to controls: 0 for no effect and ±100 for the full control effect.
no.	compound	RXFP1 antag
1	COc1cc(N=c2ssnc2Cl)cc(OC)c1OC	11.4
2	CS(=O)(=O)OCCCCOS(C)(=O)=O	-10.3
3	C/C(NCCc1ccc(O)cc1)=C1/CCOC1=O	-10.1
4	COc1ccc(-c2ccc(CCC(=O)O)n2-c2cc(OC)ccc2OC)cc1	-1.9
5	CC1CCCC(C)N1C(=O)COC(=O)c1ccc(Br)c(S(=O)(=O)N2CCOCC2)c1 (centres undefined)	2.8
6	COc1ccc([N+](=O)[O-])cc1NS(=O)(=O)c1cccc(C(=O)OC2CCOC2=O)c1 (centres undefined)	4.9
7	CCCCN(C(=O)c1cc(S(=O)(=O)N2CCCCC2)ccc1Cl)c1c(N)n(CCC)c(=O)[nH]c1=O	-7.8
8	CCCc1cc(=O)[nH]c(SC/C=C/c2ccccc2)n1	-29.9
9	Cc1nn(C)cc1C(=O)c1ccccc1	-5.1
10	C[C@H](CO)N1C[C@H](C)[C@@H](CN(C)Cc2ccccc2F)Oc2ncc(Br)cc2C1=O	-0.9

# Values by screen from the list.
# RXFP1 antag, nos. 1 to 6 → 11.4, -10.3, -10.1, -1.9, 2.8, 4.9

# Next part
no.	compound	RXFP1 antag
11	Cn1c(N)c(C(=O)COC(=O)Cc2cccs2)c(=O)n(C)c1=O	-4.3
12	CC1CN(c2nc3ccccc3nc2NS(=O)(=O)c2ccccc2)CC(C)O1 (centres undefined)	-10.8
13	O=C(CCCCC(=O)OCC1CCCO1)OCC1CCCO1 (centres undefined)	-8.8
14	C[C@H](CO)N1C[C@H](C)[C@@H](CN(C)C(=O)Nc2ccccc2F)Oc2ncc(Br)cc2C1=O	4.9
15	Cc1ccc(C(=O)NCC(=O)NCc2ccc(Cl)cc2)s1	14.0
16	O=C(OCC(=O)c1c[nH]c2ccccc12)c1ccc(OC(F)F)cc1	0.5
17	COc1ccc(-c2cc(C(=O)N(C)CC(=O)Nc3cccc(F)c3)c3ccccc3n2)cc1OC	0.4
18	O=c1cc(-c2ccccc2)nc2c(Cl)cc(Cl)cn12	8.5
19	COc1ccc(NC(=O)N(C)C[C@H]2Oc3ncc(C#C[C@@H](C)O)cc3C(=O)N([C@H](C)CO)C[C@H]2C)cc1	4.3
20	C[C@@H]1CCCCO[C@H](CN(C)C(=O)C2CCCCC2)[C@@H](C)CN([C@H](C)CO)C(=O)c2cc(N(C)C)ccc2O1	4.3

# Continuation.
no.	compound	RXFP1 antag
21	O=C(c1ccc(N2CCOCC2)c([N+](=O)[O-])c1)N1CCN(c2ccccc2)CC1	-1.4
22	Cc1nc(NC(=O)c2ccc(F)cc2)sc1C(=O)Nc1ccc2c(c1)CCC2	-22.6
23	Clc1ccc(C=Cc2ccccn2)cc1	-11.5
24	Cc1cccc(NC(=O)Oc2ccc(Cl)c3cccnc23)c1	2.0
25	CN(C)C(CNC(=O)CSC(=S)N1CCCC1)c1ccccc1 (centres undefined)	-0.1
26	NC(=O)c1ccsc1NC(=O)CN1C(=O)NC2(CCCC2)C1=O	-9.8
27	CCc1sc(C(=O)Nc2ccc(OC)c(S(=O)(=O)N3CCOCC3)c2)cc1C	2.8
28	CC(=O)c1cc2ccccc2s1	14.1
29	c1ccc(CCc2ccccn2)cc1	-14.5
30	COc1ccc(-c2csc(NC(=O)CCNC(=O)c3ccco3)n2)cc1	-0.3

# Additional results
no.	compound	RXFP1 antag
31	O=S(CC(O)(c1ccccc1)c1ccccc1)CC(O)(c1ccccc1)c1ccccc1	10.7
32	CC(=O)Nc1cc([N+](=O)[O-])ccc1OCc1ccccc1	-7.8
33	NS(=O)(=O)c1cccc(NC(=O)COC(=O)/C=C/c2nc3ccccc3s2)c1	-5.8
34	C=CCSc1nnc(-c2cc3c(C(F)(F)F)nn(C)c3s2)n1C	-25.2
35	CC(Sc1n[nH]c(-c2cccs2)n1)C(=O)N1CCCC1 (centres undefined)	2.9
36	CCN(CC)C(=S)SCC(=O)Nc1cccc(C(F)(F)F)c1	1.4
37	CCSc1nc(COC(=O)NC)c(COC(=O)NC)n1C	-3.4
38	Cc1ccc2cc(C)c3nnc(SCC(=O)Nc4nc5c(s4)CCCC5)n3c2c1C	-11.8
39	Cc1cc(C)c(C)c(S(=O)(=O)N2CCN(C(=O)c3ccco3)CC2)c1C	15.3
40	O=C(Cn1nnc(-c2cccs2)n1)N1c2ccccc2Sc2ccc(C(F)(F)F)cc21	-29.8

# Continued:
no.	compound	RXFP1 antag
41	CCN(C(=O)COC(=O)/C=C/c1c(C)nn(-c2ccccc2)c1C)c1c(N)n(Cc2ccccc2)c(=O)[nH]c1=O	-0.2
42	COc1cccc(COC(=O)C2CC(=O)N(Cc3ccccc3)C2)c1OC (centres undefined)	-1.5
43	CCOc1ccccc1NC(=O)Cn1nnc(C(=O)NCc2ccco2)c1N	-19.2
44	Cc1ccccc1C(=O)NNC(=O)CCCCC(=O)NNC(=O)c1ccccc1C	-10.2
45	O=C(CCl)NC(Cc1ccccc1)C(=O)OCC(=O)c1ccc(-c2ccccc2)cc1 (centres undefined)	-4.0
46	O=C1CCC(C(=O)N2CCN(c3ccccc3)CC2)CN1Cc1ccc(Cl)cc1 (centres undefined)	7.5
47	COc1cccc2cc(C(=O)NC3CC(C)(C)NC(C)(C)C3)c(=O)oc12	-5.2
48	Cc1ccc(S(=O)(=O)N(C)c2ccc(OCC(=O)OCc3ccc(C#N)cc3)cc2)cc1	1.6
49	O=C(CN1C(=O)C2CC=CCC2C1=O)N1CCN(S(=O)(=O)c2ccccc2)CC1 (centres undefined)	8.7
50	C[C@H]1CN([C@@H](C)CO)C(=O)c2cc(-c3cccc(F)c3)cnc2O[C@@H]1CN(C)S(C)(=O)=O	-6.1

# The listing continues:
no.	compound	RXFP1 antag
51	C[C@@H]1CN([C@H](C)CO)C(=O)c2cc(NC(=O)Nc3ccc(F)cc3)ccc2O[C@@H](C)CCCCO[C@H]1CN(C)S(=O)(=O)c1cccs1	-4.3
52	Cc1cccc(N2N=C(C(=O)OCC(=O)c3ccccc3)CCC2=O)c1	2.5
53	CN(C)CCCCCCCCCCC(=O)/C=N/O	22.0
54	CC1(C)N=C(N)N=C(N)N1c1cccc(C#N)c1	-11.6
55	O=C(Cc1ccccc1F)Nc1cc(S(=O)(=O)N2CCOCC2)ccc1N1CCCC1	-20.9
56	C[C@H](CO)N1C[C@H](C)[C@@H](CN(C)Cc2ccc(O)cc2)OCc2cnnn2CCCC1=O	-4.3
57	COc1ccc(N2CCN(C(=O)c3ccc(Cl)c(S(=O)(=O)N4CCOCC4)c3)CC2)cc1	-1.3
58	Cc1ccc(CNC(=O)C2CCC(=O)N(Cc3cccc(C(F)(F)F)c3)C2)o1 (centres undefined)	-7.5
59	COc1ccccc1C(=O)NCCC(=O)N1CCCC(C(F)(F)F)C1 (centres undefined)	4.2
60	OCCCNC(=S)Nc1ccc2nc(-c3ccccn3)c(-c3ccccn3)nc2c1	24.2

# (continued)
no.	compound	RXFP1 antag
61	Cc1ccc([C@H]2C[C@H](n3cc(C4CC4)nn3)[C@@H](O)CN2Cc2cccs2)cc1	-10.8
62	CC(NS(=O)(=O)c1ccc(Cl)c(Cl)c1)C(=O)Nc1cccnc1 (centres undefined)	-14.3
63	Cc1ccc(S(=O)(=O)N2CCCCC2)cc1NC(=O)COC(=O)c1cccn1C	9.4
64	O=C(NC1CCS(=O)(=O)C1)c1ccccc1Cl (centres undefined)	3.1
65	CC(=O)c1c(C)[nH]c(C(=O)OCC(=O)Nc2ccc3c(c2)OCCO3)c1C	-12.3
66	O=C(Nc1cccc(S(=O)(=O)N2CCCCC2)c1)C1COc2ccccc2O1 (centres undefined)	-0.4
67	Nc1cc(=O)[nH]c(SCc2ccccc2)n1	-2.0
68	CC12CCC(=O)C=C1C(O)CC1C2CCC2(C)C1CCC2(O)C(=O)CO (centres undefined)	-1.2
69	COc1ccc(NC(=S)NC(=O)c2cncc(Br)c2)cc1	4.8
70	COc1cccc(CNc2ccc(S(=O)(=O)N3CCCC3)cn2)c1	-4.9

# New compounds follow
no.	compound	RXFP1 antag
71	Cc1cccc(C(=O)N[C@H](C(=O)Nc2ccc3c(c2)OCO3)C(C)C)c1	-37.4
72	Cc1ccc(S(=O)(=O)NC(CC(C)C)C(=O)Oc2ccc3c4c(c(=O)oc3c2)CCC4)cc1 (centres undefined)	-7.5
73	O[C@@H]1CN(C2CCN(Cc3ccccc3)CC2)CC[C@H]1N1CCCCCC1	-4.3
74	Cc1ccc(S(=O)(=O)N2C[C@]3(O)C[C@@H]4C(=O)N(c5ccccc5)C(=O)[C@@H]4C[C@]3(OC(=O)Nc3cccs3)C2)cc1	3.7
75	CC(=O)c1c(O)cc(=O)n(-c2ccccc2)c1-c1ccc(C)cc1	1.2
76	COc1cc(NC(=O)c2ccc(OCc3c(C)noc3C)c(OC)c2)cc(OC)c1	-1.8
77	CCC(C)c1ccccc1N1CC(C(=O)Nc2cc(S(=O)(=O)N3CCOCC3)ccc2OC)CC1=O (centres undefined)	3.3
78	CCOc1nnc(C)c2c(C)n(-c3cccc(OC)c3)nc12	-9.6
79	COc1cccc(N2CCN(C(=O)CCNS(=O)(=O)c3ccc(F)c(F)c3)CC2)c1	12.8
80	Cc1[nH][nH]c(=O)c1N=Nc1ccc(Br)c(Cl)c1	-2.2

# As entered above:
# O=C(NC1CCS(=O)(=O)C1)c1ccccc1Cl (centres undefined) in RXFP1 antag reads 3.1
# COc1cccc2cc(C(=O)NC3CC(C)(C)NC(C)(C)C3)c(=O)oc12 in RXFP1 antag reads -5.2

# (list continues)
no.	compound	RXFP1 antag
81	COCCCNC(CC(=O)Nc1cc(C)cc(C)c1)C(=O)O (centres undefined)	25.3
82	N#Cc1cnn2c(=O)[nH]cnc12	13.2
83	CSC[C@H]1CN(c2ccccc2)C(=O)[C@@H]1CC(=O)Nc1ccccc1	8.4
84	CC(Sc1nc(N)cc(=O)[nH]1)C(=O)Nc1ccc(N2CCOCC2)cc1 (centres undefined)	-3.1
85	COc1ccc(Cl)cc1C(=O)NNC(=O)c1cccs1	-6.1
86	COc1ccc(CC(=O)OCC(=O)N2c3ccccc3CC2C)cc1OC (centres undefined)	3.6
87	Cc1nc2ccccn2c(=O)c1NC(=O)c1ccco1	-1.0
88	O=C(c1ccc2nc[nH]c2c1)N1CCN(S(=O)(=O)c2cccc(Cl)c2)CC1	0.1
89	O=C(NC1CCOC1=O)OCc1ccccc1 (centres undefined)	-4.6
90	N#Cc1ccccc1NC(=O)COC(=O)c1cccs1	2.9

# Other records.
no.	compound	RXFP1 antag
91	ClCC1=Nc2ccccc2Cc2ccccc21	-10.3
92	CC1(C)CC(=O)C=C(c2ccc(COC(=O)C3CC3)cc2)C1=O	9.7
93	CC(=NNc1ccccc1)C(C)=NNc1ccccc1	-6.3
94	COc1ccc(C(=O)Nc2nc(-c3ccc([N+](=O)[O-])cc3)c(-c3ccccc3)s2)cc1	5.5
95	N#CCCN(C(=O)Nc1ccccc1)C1CCCCC1	3.2
96	Brc1cc2c(cc1C1OCCO1)OCO2	8.7
97	O=C(NCc1ccccn1)Nc1ccc(Cl)cc1	-21.4
98	COc1ccc(NC(=O)CN2C(=O)NC3(CCCCC3C)C2=O)cc1S(=O)(=O)N1CCOCC1 (centres undefined)	11.8
99	COC(=O)C1(C)CCCC2(C)C1CCC13OCC(CC21)C(O)(C(C)C)C3O (centres undefined)	-0.7
100	Nc1c(Sc2ccccc2)c(=O)[nH]c(=O)n1Cc1ccccc1	13.0

# (list continues)
no.	compound	RXFP1 antag
101	Cc1ccc(OCc2cc(C(=O)N(C)CCn3ccnc3C)no2)cc1C	0.4
102	CSc1ccc(/C=C2\NC(=O)NC2=O)cc1	-2.9
103	CCCOc1ccc(C(=O)CCC(=O)OCC(=O)N2CCN(S(=O)(=O)c3ccc(C)cc3C)CC2)cc1	-6.6
104	CN(C)C(CNC(=O)c1cccc(S(=O)(=O)N2CCc3ccccc3C2)c1)c1ccccc1 (centres undefined)	2.8
105	CCOc1ccc(NC(=O)/C(C#N)=C\c2ccc(N3CCCC3)c(C)c2)cc1	-24.8
106	C[C@@H]1CN([C@@H](C)CO)C(=O)CCCn2nncc2CO[C@@H]1CN(C)S(=O)(=O)c1cccc(F)c1	-5.8
107	Cc1ccc(NC2C(=O)NC(=O)NC2=O)cc1	-0.3
108	C[C@@H]1CCCCO[C@H](CN(C)C(=O)Nc2cccc3ccccc23)[C@@H](C)CN([C@H](C)CO)C(=O)c2cc(NC(=O)c3ccccc3)ccc2O1	0.5
109	CCCCC1(C)NC(=O)N(CC(=O)N2CCc3ccccc32)C1=O (centres undefined)	4.5
110	CCCCn1c(=S)[nH]c2c(=O)n(C)c(=O)n(C)c21	-1.0

# Continued.
no.	compound	RXFP1 antag
111	COC1OC2COC(c3ccccc3)OC2C(=O)C1NC(=O)c1ccccc1 (centres undefined)	-8.5
112	O=C(OCc1cn([C@@H]2CN(CC3CCCCC3)[C@@H](c3ccc(Cl)cc3)C[C@H]2O)nn1)c1ccccc1	3.4
113	CCN(C(=O)COC(=O)c1ccccc1NCc1ccco1)c1c(N)n(Cc2ccccc2)c(=O)[nH]c1=O	-0.4
114	c1ccc2c(CCc3ccncc3)cccc2c1	-6.6
115	COc1ccc(OCC(CO)N2CCN(c3ccccc3)CC2)cc1 (centres undefined)	-1.3
116	CCCCCC(=O)N1C[C@H](n2cc(-c3ccc(F)cc3)nn2)[C@@H](O)C[C@@H]1c1ccc(C)cc1	1.4
117	C/C(=N\NC(=O)CCC(=O)NCc1ccccc1)c1ccc([N+](=O)[O-])cc1	-21.2
118	O=C(c1ccccc1)c1ccc[nH]1	-4.1
119	COc1ccccc1C=NN=C(NN=Cc1ccccc1OC)NN=Cc1ccccc1OC	-8.9
120	Cc1ccccc1S(=O)(=O)N(C)C[C@H]1OCc2cnnn2CCCC(=O)N([C@@H](C)CO)C[C@H]1C	-12.0

# Continuation.
no.	compound	RXFP1 antag
121	Cc1cccc(C(=O)NCC(=O)N2CCN(c3ccccn3)CC2)c1	1.3
122	CCC(C)(C)c1ccc(CC(C)CN2C[C@@H](C)O[C@@H](C)C2)cc1 (some centres undefined)	-32.3
123	O=C(CNS(=O)(=O)c1ccc(F)cc1)N1CCCC1	-4.6
124	Cn1c(=S)sc2ccc3ccccc3c21	-0.8
125	CCN(c1ccccc1)S(=O)(=O)c1ccc(OC)c(NC(=O)c2ccc(=O)[nH]c2)c1	-8.7

# Given field by field: part of the list above
(122) CCC(C)(C)c1ccc(CC(C)CN2C[C@@H](C)O[C@@H](C)C2)cc1 (some centres undefined)
- RXFP1 antag = -32.3

(124) Cn1c(=S)sc2ccc3ccccc3c21
- RXFP1 antag = -0.8

# Screening data: PubChem BioAssay, National Center for Advancing Translational Sciences (NCATS)

# Only part of the results is shown; count on the stated rates, not on these rows.
